High-throughput results (PubChem)
ULK1 inh: ULK1 kinase inhibitors, primary screen, biochemical, AlphaScreen | 1.9% of 30,000 active | inhibition, % at 5.96 µM | Serine/threonine-protein kinase ULK1 (Homo sapiens), O75385 | AlphaScreen Atg13 phosphorylation by ULK1, luminescence; in the data active = inhibition above about 43%;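 note: 0% = median of compound wells and 100% = no enzyme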
Target sequence (O75385 whole entry, looked up): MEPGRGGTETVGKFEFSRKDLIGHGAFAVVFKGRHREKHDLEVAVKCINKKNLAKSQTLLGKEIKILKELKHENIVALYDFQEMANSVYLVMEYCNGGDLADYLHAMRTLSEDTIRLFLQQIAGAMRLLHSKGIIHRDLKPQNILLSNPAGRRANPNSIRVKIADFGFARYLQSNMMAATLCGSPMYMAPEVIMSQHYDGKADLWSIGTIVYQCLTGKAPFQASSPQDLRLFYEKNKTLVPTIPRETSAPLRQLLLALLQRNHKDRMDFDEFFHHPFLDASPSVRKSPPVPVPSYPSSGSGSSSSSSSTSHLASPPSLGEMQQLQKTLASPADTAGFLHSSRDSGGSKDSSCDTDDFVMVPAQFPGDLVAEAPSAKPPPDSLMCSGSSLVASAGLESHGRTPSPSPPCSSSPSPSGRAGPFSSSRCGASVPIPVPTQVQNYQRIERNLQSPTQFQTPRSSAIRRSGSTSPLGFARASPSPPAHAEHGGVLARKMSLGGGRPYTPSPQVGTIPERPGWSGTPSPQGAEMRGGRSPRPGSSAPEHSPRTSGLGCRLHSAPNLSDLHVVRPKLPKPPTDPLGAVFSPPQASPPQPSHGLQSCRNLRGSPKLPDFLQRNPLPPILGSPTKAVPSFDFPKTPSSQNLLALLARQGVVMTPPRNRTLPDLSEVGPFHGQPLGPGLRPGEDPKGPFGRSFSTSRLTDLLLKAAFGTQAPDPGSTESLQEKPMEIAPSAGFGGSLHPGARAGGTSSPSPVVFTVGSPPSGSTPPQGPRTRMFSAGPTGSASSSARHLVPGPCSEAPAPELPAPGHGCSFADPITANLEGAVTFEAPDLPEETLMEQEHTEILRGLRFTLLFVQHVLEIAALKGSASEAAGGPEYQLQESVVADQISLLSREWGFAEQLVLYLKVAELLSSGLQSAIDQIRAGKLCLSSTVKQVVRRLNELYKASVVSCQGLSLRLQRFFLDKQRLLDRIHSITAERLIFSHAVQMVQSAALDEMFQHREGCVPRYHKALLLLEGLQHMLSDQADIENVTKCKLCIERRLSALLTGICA
ASK1 inh: ASK1 kinase inhibitors, primary screen, biochemical, AlphaScreen | inhibition, % at 7.44 µM | Mitogen-activated protein kinase kinase kinase 5 (Homo sapiens), Q99683 | AID 1159602, 2016 | AlphaScreen MKK6 phosphorylation by ASK1, luminescence | 0.99% of 22,000 active; in the data active = inhibition above about 35%;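 note: 0% = median of compound wells and 100% = no enzyme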
The depositor's hits bear a star; . = no result given.

The first 6 entries, ahead of the listing:
ULK1 inh | ASK1 inh | canonical_smiles
2 | -14 | O=C(NCCN1CCOCC1)c1cc(NCCCN2CCCC2=O)nc2ccccc12
-16 | -4 | CN1CCN(C(=O)c2ccc(-c3cc(C(=O)NCCOc4ccccc4)ccn3)cc2)CC1
15 | -18 | O=S(=O)(c1ccc(Br)cc1)N1CCCC(Nc2cccc3cnccc23)C1 (centres undefined)
10 | -14 | c1cncc(Nc2nccc(Nc3ccc(N4CCOCC4)cc3)n2)c1
-9 | -16 | Cc1nn(C)c(C)c1-c1nc(N)c2ncn(-c3ccccc3)c2n1
-6 | -9 | CCN(CC)c1nc(Nc2cc(OC)c(OC)c(OC)c2)nc(Nc2cc(OC)c(OC)c(OC)c2)n1

The whole of this part, repeating the preview:
ULK1 inh | ASK1 inh | canonical_smiles
2 | -14 | O=C(NCCN1CCOCC1)c1cc(NCCCN2CCCC2=O)nc2ccccc12
-16 | -4 | CN1CCN(C(=O)c2ccc(-c3cc(C(=O)NCCOc4ccccc4)ccn3)cc2)CC1
15 | -18 | O=S(=O)(c1ccc(Br)cc1)N1CCCC(Nc2cccc3cnccc23)C1 (centres undefined)
10 | -14 | c1cncc(Nc2nccc(Nc3ccc(N4CCOCC4)cc3)n2)c1
-9 | -16 | Cc1nn(C)c(C)c1-c1nc(N)c2ncn(-c3ccccc3)c2n1
-6 | -9 | CCN(CC)c1nc(Nc2cc(OC)c(OC)c(OC)c2)nc(Nc2cc(OC)c(OC)c(OC)c2)n1
-15 | . | CC(=O)N(NC(=O)C(O)(c1cccc(C)c1)c1cccc(C)c1)c1ccccn1
-21 | 6 | c1ccc(OCCNc2nc(N3CCN(c4ccccn4)CC3)nc3c2ncn3-c2ccsc2)cc1
2 | 4 | OCCNc1nc(-c2csc3ccccc23)nc2nc[nH]c12
-5 | -2 | O=C(NCc1cccc(C(F)(F)F)c1)C1CCN(c2ccc(Nc3ccccc3)nn2)CC1
23 | -10 | CC(C)n1cnc2c(NC3CC3)nc(Nc3nc4ccccc4n3C)nc21
-15 | . | NC1=NC(=O)CS1
-51 | 41* | CN1CCN(c2ncn(-c3ccc(Nc4nccc(-c5cc(C#N)cc(N6CCC(O)CC6)c5)n4)cc3)n2)CC1
-2 | . | Cc1ccccc1OCC(=O)Nc1ccccc1N1CCCC1
-14 | . | COc1cc(OC)nc(Oc2cccnc2C(=O)NCC(=O)O)n1
2 | 3 | Cc1cnc(N2CCCC2CO)nc1Nc1ccc(N2CCOCC2)cc1 (centres undefined)
15 | 16 | CN(C)c1cccc(Nc2cc(C(=O)NCCOc3ccccc3)c3ccccc3n2)c1
14 | -24 | COc1ccc(-c2ccc(C(=O)NCc3nc4ccccc4[nH]3)s2)cc1
0 | 4 | CC(=O)Nc1ccc(Nc2ncnc3nc(-c4ccc(C(N)=O)cc4)[nH]c23)cc1
-26 | -5 | CC(C)n1c(-c2cccc(N)c2)nc2c(NCCN3CCOCC3)ncnc21
5 | 0 | O=C([C@@H]1Cc2ccccc2CN1)N1CCN(c2ccc3[nH]ncc3c2)CC1
-3 | . | CS(=O)(=O)N(CC(=O)N1CCOCC1)c1ccccc1Br
12 | . | CCc1ccc(CCO)nc1
-6 | -16 | O=C1CCCN1CCn1cnc2c(NCCc3ccc(O)cc3)nc(Cl)nc21
-4 | 6 | COc1nc(NCc2cccc(C(F)(F)F)c2)nc(-c2ccc(C(=O)N3CCN(C)CC3)cc2)n1

Continued.
ULK1 inh | ASK1 inh | canonical_smiles
-1 | 5 | CC(C)n1cnc2c(NC3CC3)nc(-c3cccc(N)c3)nc21
4 | . | O=S(=O)(NC1CCCCC1)c1ccc2c(c1)OCCCO2
-31 | -2 | O=C(Nc1cc(-c2ccccc2Oc2cccc(F)c2)ccn1)C1CCOC1 (centres undefined)
29 | 27 | COc1cc(NC(=O)Cc2cn(-c3ccc(Nc4nccc5ccccc45)nn3)c3ccccc23)cc(OC)c1OC
0 | . | CCOc1ccc(Nc2nc(C)c([N+](=O)[O-])c(Nc3ccc(OCC)cc3)n2)cc1
-5 | -25 | O=C(NCCOc1ccccc1)c1cccc(-c2ccc(N3CCOCC3)nc2)c1
4 | . | Fc1ccc2c(c1)nc(NCCCN1CCOCC1)c1nccn12
25 | -8 | O=C(NC1CCN(Cc2ccccc2)CC1)c1ccc2nc(Nc3ncccn3)sc2c1
-18 | . | COC(CNc1cc(-c2ccncc2)nc(-c2ccccn2)n1)OC
2 | . | CC1(C)O[C@@H]2CC3C4CCC5=CC(=O)CCC5(C)C4(F)C(O)CC3(C)[C@]2(C(=O)CCl)O1 (some centres undefined)
22 | -2 | NC(=O)c1cnc(Oc2ccccc2)s1
-6 | . | Cc1ccc(N2CC(C(=O)Nc3cccc([N+](=O)[O-])c3)CC2=O)cc1 (centres undefined)
-11 | 6 | c1ccc(CN2CCC(Nc3nccc(Nc4ccccc4)n3)CC2)cc1
-12 | 2 | COc1cccc(CCNC(=O)c2nc3ccc(-c4cn[nH]c4)cc3c(=O)[nH]2)c1
-1 | . | CC[C@@H](CO)NCCN[C@@H](CC)CO
-7 | -26 | CC(C)N(CCNc1ccnc(Nc2ncccn2)n1)C(C)C
2 | -9 | CN1CCN(C(=O)c2ccc(-c3cc(C(=O)NCCN4CCOCC4)ccn3)cc2)CC1
17 | 3 | O=C(Nc1ccccc1)c1cncc(-c2ccc3[nH]ccc3c2)c1
8 | . | CC(=O)OCC(COC(C)=O)OC(C)=O
-4 | . | O=C(O)CCC(=O)NNC(=O)c1ccc(-c2ccccc2)cc1
2 | -21 | Cn1cnnc1-c1ccc(Nc2nccc(-c3ccccc3)n2)cc1
10 | . | COc1cc(/C=C(\C#N)C(=O)Nc2ccc([N+](=O)[O-])cc2)ccc1OC(C)=O
5 | -5 | c1cc(-n2cnc3c(NC4CC4)nc(N4CCOCC4)nc32)cs1
-39 | 4 | OCC1CCCN1c1nc(NC2CC2)c2ncn(Cc3ccc(C(F)(F)F)cc3)c2n1 (centres undefined)
5 | . | Cn1c(=O)cc(N2CCCC2)n(Cc2cccc(C(F)(F)F)c2)c1=O

The list goes on:
ULK1 inh | ASK1 inh | canonical_smiles
-8 | 8 | c1ccc2cc3c(cc2c1)OCC(c1nc2ncc(-c4ccncc4)cc2[nH]1)O3 (centres undefined)
-1 | -10 | COc1cccc(CN(CCN2CCCC2)C(=O)c2cc3ccc(-c4cn[nH]c4)nc3[nH]2)c1
-1 | 0 | CCCNc1ncnc2c1nc(Nc1ccncc1)n2C(C)C
-5 | -2 | O=C(NC(CO)Cc1ccccc1)c1cn(-c2ccncc2)nn1 (centres undefined)
-1 | 1 | CCCNC(=O)c1ccc(-c2ccc(OC)nc2)s1
11 | -5 | O=C(NC1CC1)c1ccc(-c2nccc(NCc3ccccc3)n2)cc1
12 | 2 | COc1ccc(Nc2nc(NCCc3ccccn3)c3[nH]cnc3n2)cc1
0 | 11 | O=C(NCc1nc2ccccc2[nH]1)c1csc(Nc2ccc(-n3ccnc3)cc2)n1
7 | . | COc1ccc(OC)c2c(=O)c(C(=O)O)c[nH]c12
-1 | . | Cc1nc(Nc2ccccc2)cc(-c2cncc(-c3ccc(F)cc3)c2)n1
3 | -26 | COc1ccc(CCNc2cc(C)nc(Nc3ccncn3)n2)cc1
-17 | 33 | FC(F)(F)c1cccc(CNc2nc(NC3CCN(Cc4ccccc4)CC3)nc3nc[nH]c23)c1
-56 | . | Oc1ccc(-c2csc(-c3ccccc3)n2)c(O)c1
5 | 12 | O=C(Cc1ccccc1)Nc1cc(NCc2ccccc2)ncn1
16 | 1 | COc1ccc(-c2ncc(C)c(Nc3ccc(NC(C)=O)cc3)n2)cc1
-7 | 41* | COc1cc2nc(Nc3ccc(N4CCOCC4)cc3)nc(NCc3ccccc3)c2cc1OC
-6 | -9 | C[C@](O)(C(=O)Nc1ccc2cn[nH]c2c1)c1ccc(Br)cc1
-5 | . | CC[n+]1c(C)cc2c([nH]c3ccccc32)c1C
-17 | . | COc1ccc(-n2cc(-c3ccccc3[N+](=O)[O-])cn2)cc1
-2 | . | COc1ccc(/C=N/Nc2cc(OC)ncn2)c(OC)c1
-17 | 0 | COc1ccc(-c2nc(NCCCN3CCCC3=O)c3ncn(C4CCCCC4)c3n2)cc1
-13 | 4 | O=C(NCc1cccc(C(F)(F)F)c1)c1csc(Nc2ccc3ncccc3c2)n1
11 | 8 | CCOc1ccc2c(c1)CC(C(=O)Nc1ccc(-c3cn[nH]n3)cc1)NC2 (centres undefined)
0 | . | O=C(O)Cc1cccc2ccccc12
-6 | -11 | Cn1nccc1Nc1cc(NCCOc2ccccc2)ncn1

(list continues)
ULK1 inh | ASK1 inh | canonical_smiles
10 | -11 | CCCNC(=O)C1CCN(c2ccc(N3CCCC3CO)nn2)CC1 (centres undefined)
3 | . | N[C@@H]1[C@@H](O)[C@H](O)[C@@H](CO)O[C@H]1O
15 | -19 | CN1CCN(C(=O)c2ccc(-c3cc(Nc4ccccc4)ncn3)cc2)CC1
-1 | . | CCC(=O)O[C@]1(C(=O)CCl)[C@@H](C)C[C@H]2[C@@H]3CCC4=CC(=O)C=C[C@]4(C)[C@@]3(F)[C@@H](O)C[C@@]21C
78* | . | C[C@H](Cc1ccc(O)c(O)c1)[C@@H](C)Cc1ccc(O)c(O)c1
-2 | -10 | COc1cccc(CNC(=O)c2cc3ccc(-c4cn[nH]c4C)nc3[nH]2)c1
1 | . | O=C(Nc1nccs1)c1ccc(I)cc1
-3 | 3 | COc1ccc(CCNC(=O)c2cncc(Nc3ccccn3)c2)cc1
7 | . | Cc1nc(NCc2ccccc2)cc(-c2cncc(Br)c2)n1
0 | . | Cc1ccc(N2CCn3c(SCC(=O)Nc4ccc(C)cc4C)nnc32)cc1
22 | 24 | CN(C)c1cccc(Nc2nc(C(=O)NCCc3ccc(O)cc3)cs2)c1
4 | . | COc1cc(OC)nc(OCC(=O)N(c2ccccc2Cl)C(C)C)n1
-12 | 0 | COc1ccc(-c2nc(NCCCN3CCCC3=O)c3ncn(-c4ccccc4)c3n2)cc1
-26 | -8 | COc1ccc(-c2nc(NC3CCN(Cc4ccccc4)CC3)c3ncn(C(C)C)c3n2)cn1
-9 | -3 | Cc1cnc(Nc2ccccc2)nc1NCCc1ccc(O)cc1
-13 | -3 | CN1CCN(C(=O)c2ccc(-c3nc4ccc(C(=O)NCc5nc6ccccc6[nH]5)cc4s3)cc2)CC1
18 | 5 | CCN(CC)C(=O)C1CCCN(c2nc(NC3CC3)c3ncn(-c4ccsc4)c3n2)C1 (centres undefined)
-10 | -20 | COc1ccc(-c2nccc(NCc3ccccc3)n2)cc1
-3 | -3 | CC(=O)Nc1ccc(Nc2cc(-c3c(C)noc3C)ncn2)cc1
2 | -5 | CCNc1nc(Nc2ccc3c(c2)OCO3)c2[nH]cnc2n1
3 | -15 | O=C(NCCc1ccc(O)cc1)C1CCN(c2ccc(Nc3cnccn3)nn2)CC1
2 | . | Cn1ncc([N+](=O)[O-])c1C(=O)Nc1ccccc1
6 | 16 | C[Si](C)(C)c1nnn(-c2ccc(Nc3nccc(-c4cccc(NS(C)(=O)=O)c4)n3)cc2)c1N1CCOCC1
-1 | -10 | CC(=O)c1cccc(-c2nc(NCCN(C(C)C)C(C)C)c3ncn(-c4ccccc4)c3n2)c1
-6 | 10 | CN(C)c1cc2c(cnn2-c2cccc(C(=O)NCCN3CCOCC3)c2)cc1Nc1ccccc1

Entries of single compounds from above. Screens in order: ULK1 inh	ASK1 inh
`COc1ccc(-c2nc(NCCCN3CCCC3=O)c3ncn(-c4ccccc4)c3n2)cc1` as listed: -12	0
`Cc1ccc(N2CCn3c(SCC(=O)Nc4ccc(C)cc4C)nnc32)cc1` as listed: 0	.
`CN1CCN(C(=O)c2ccc(-c3nc4ccc(C(=O)NCc5nc6ccccc6[nH]5)cc4s3)cc2)CC1` as listed: -13	-3

The list continues.
ULK1 inh | ASK1 inh | canonical_smiles
3 | . | O=C(NC1CCCCC1)NS(=O)(=O)c1ccc2c(c1)CCC2
-15 | 14 | CC(C)n1cnc2c(NCCOc3ccccc3)nc(N3CCN(c4ccccn4)CC3)nc21
-1 | -12 | CC(C)n1c(Nc2nccc3ccccc23)nc2c(NCc3cccc(C(F)(F)F)c3)ncnc21
6 | 0 | Cc1cc(NCCCN2CCCC2=O)nc(Nc2ccncn2)n1
-45 | 29 | Fc1cc(-c2nc(Nc3ccc(-n4ccnc4)cc3)ncc2F)cc(N2CCOCC2)c1
3 | -13 | COc1cccc(CN(CCN(C)C)C(=O)Nc2nc3ccc(-c4cn[nH]c4)cc3s2)c1
6 | -4 | c1ccc(-n2cnc3c(NCCN4CCOCC4)nc(Nc4ncccn4)nc32)cc1
14 | 7 | O=C1CCCN1CCn1cnc2c(Nc3ccccc3)nc(Nc3ccncc3)nc21
-2 | 12 | O=C(NCCc1ccc(O)cc1)c1cnc(Nc2ccncc2)s1
80* | . | NCC(O)c1ccc(O)c(O)c1 (centres undefined)
15 | -13 | c1ccc(CNc2ccnc(Nc3ncccn3)n2)cc1
-4 | . | CCOC(=O)c1ccc(OC(=O)CCCCCN=C(N)N)cc1
-4 | . | c1ccc2c(c1)nc(NCCCN1CCOCC1)c1nc3ccccc3n12
-10 | -4 | Cn1c(Nc2cc(NCCN3CCOCC3)ncn2)nc2ccccc21
-8 | . | CCCCCCCCCCCCCCCC(=O)OC(C)C
5 | -12 | COc1ccc(CCNC(=O)c2cnc(-c3ccc(C(=O)N4CCN(C)CC4)cc3)s2)cc1
-15 | 16 | COc1cc(C(=O)N2CCOCC2)ccc1Nc1cc(NCc2cccc(S(C)(=O)=O)c2)c(C(F)(F)F)cn1

2 successive records from above:
ULK1 inh | ASK1 inh | canonical_smiles
3 | . | O=C(NC1CCCCC1)NS(=O)(=O)c1ccc2c(c1)CCC2
-15 | 14 | CC(C)n1cnc2c(NCCOc3ccccc3)nc(N3CCN(c4ccccn4)CC3)nc21

Rows were taken by chance. Share with any hit: about 2.2%.
